# HSP90 refold inh – blocks HSP90-mediated luciferase refolding in reticulocyte lysate; Rabbit reticulocyte lysate, luciferase refolding luminescence, 3 h; inhibition, % at 5.6 µM; 0.91% of 290,000 active;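 active = inhibition above the screen-wide mean plus 3 SD, computed separately per campaign, cut at about 16% in these data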;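 note: 0% = DMSO wells and 100% = 60 µM geldanamycin wells; inhibitors lower the luminescence because luciferase stays unfolded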
# AI-2 QS modul – modulators of Vibrio harveyi AI-2 quorum sensing system. Vibrio harveyi JMH597 AI-2 luminescence/OD600 ratio, 9 h; active compounds read low; strain lacks LuxN and CqsS sensors; 0 = neutral-control median. activity change, % at 7.5 µM. 0.4% of 300,000 active. AID 2094; in the data active = activity change below about -75%, passing the limit was not always enough;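 note: luminescence divided by OD600 gain over 9 h not by final OD600 alone; inactives centre near 13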
# HSF-1 act – increases HSF-1 driven luciferase reporter signal; NIH3T3-HGL HSF-1 luciferase reporter, MG132, 8 h; 100% = twice DMSO control signal; activation, % at 9 µM; 1.7% of 300,000 active; AID 504408;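 active = mean replicate activation of at least 50% with a set share of replicates each reaching 50%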;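 note: 0% = median of the neutral control wells and 100% = twice that signal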
# HSF1 inh – HSF1 inhibition | NIH3T3-HGL HSE-luciferase, MG132-induced, luminescence 8 h; active compounds read low | activity change, negative = inhibition, % at 7.5 µM (by protocol) | 0.77% of 300,000 active;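 active = more than half of replicate wells show activity change below -50%, luminescence cut by over half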;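 note: luciferase reports HSF-1 transcriptional activity via heat shock element; 0% = median of DMSO wells and -100% = zero luminescence signal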
# GSK3 alpha inh – human GSK-3 alpha kinase inhibition; ADP-Glo luminescence, 60 min; 0.1% of 320,000 active; inhibition, % at 10 µM;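 in the data active = inhibition above about 50%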;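 note: GST-tagged GSK-3 alpha with peptide substrate and 25 µM ATP; 0% = DMSO neutral wells and 100% = GW8510 positive control wells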
# DYRK1A inh – inhibitors of rat Dyrk1A kinase; Q63470; ADP-Glo luminescence, NFATc1 peptide; inhibition, % at 12.5 µM; 0.43% of 310,000 active; AID 504441; in the data active = inhibition above about 50%;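 note: plate controls were vehicle with enzyme for no effect and no enzyme for full effect; many of its hits are not listed in these tables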
# Platelet DG rel – platelet dense granule release activity. human platelet-rich plasma, SFLLRN dense granule ATP release, luminescence. inhibition, %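 (compounds screened at 7.5 µM in platelet-rich plasma)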. 0.22% of 300,000 active. AID 1663;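 active = mean replicate score, as percent of positive control, at or above 50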
# PolyA inh – inhibitors of polyadenylation in S. cerevisiae. 0.02% of 300,000 active. S. cerevisiae SKY197-pL101 polyadenylation reporter, beta-gal luminescence; efflux-impaired pdr1/pdr3 knockout yeast; score 100 = 6 SD above DMSO. AID 1875. calls only at 12 µM;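 active = lowest replicate activity score at least 50, where 100 means six control SD above control mean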;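 note: yeast exposed to compound for 9 h at 30 °C; higher score means more reporter readthrough which indicates perturbed polyadenylation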
# HDAC3 inh – human HDAC3 inhibition; inhibition, % at 8.3 µM; O15379; 0.15% of 320,000 active; recombinant HDAC3, fluorogenic peptide/trypsin coupled, fluorescence; AID 2718; in the data active = inhibition above about 26%, passing the limit was not always enough
# Target sequence (O15379 whole entry, looked up): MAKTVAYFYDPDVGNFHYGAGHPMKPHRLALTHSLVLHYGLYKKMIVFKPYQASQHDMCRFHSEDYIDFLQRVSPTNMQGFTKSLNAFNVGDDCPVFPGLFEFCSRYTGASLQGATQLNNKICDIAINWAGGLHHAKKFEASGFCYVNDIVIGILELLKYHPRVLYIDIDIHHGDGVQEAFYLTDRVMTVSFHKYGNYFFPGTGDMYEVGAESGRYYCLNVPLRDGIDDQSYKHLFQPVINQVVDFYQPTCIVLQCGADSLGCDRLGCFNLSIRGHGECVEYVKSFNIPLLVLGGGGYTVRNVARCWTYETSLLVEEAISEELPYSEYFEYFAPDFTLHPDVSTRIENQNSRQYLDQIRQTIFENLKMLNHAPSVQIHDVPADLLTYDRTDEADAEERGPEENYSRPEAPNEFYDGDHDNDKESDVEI
# GSK3beta inhib – blocks human GSK3beta kinase activity; P49841; GST-GSK3beta kinase, ADP-Glo luminescence, 60 min; active compounds read low; activity score (negative = inhibition), % at 10 µM; 0.038% of 300,000 active; AID 2097;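 active = more than half of replicate wells score below -50%, meaning over 50% inhibition versus plate controls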;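 note: 0% = median DMSO wells and -100% = median GW8510 positive control wells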
# Target sequence (P49841 whole entry, looked up): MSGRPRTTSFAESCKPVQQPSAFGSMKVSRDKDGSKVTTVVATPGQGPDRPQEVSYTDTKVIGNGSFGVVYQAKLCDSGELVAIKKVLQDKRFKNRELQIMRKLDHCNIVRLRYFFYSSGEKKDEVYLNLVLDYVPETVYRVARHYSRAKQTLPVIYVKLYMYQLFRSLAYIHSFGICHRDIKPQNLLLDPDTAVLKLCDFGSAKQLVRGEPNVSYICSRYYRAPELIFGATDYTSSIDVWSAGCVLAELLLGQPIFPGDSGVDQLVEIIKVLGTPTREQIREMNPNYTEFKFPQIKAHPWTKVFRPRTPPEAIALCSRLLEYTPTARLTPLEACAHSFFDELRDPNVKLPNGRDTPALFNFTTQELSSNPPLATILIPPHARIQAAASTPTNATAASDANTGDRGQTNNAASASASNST
#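 Assay system: GST-fused GSK3beta enzyme, cell-free / Medium: Tris pH 7.5 buffer with MgCl2, DTT, BSA, heparin / Also added: peptide substrate plus 25 µM ATP (final) / Compound: 10 µM single point / Timing: kinase reaction with compound 60 min at room temperature / Detection: ADP-Glo luminescence / Benchmarks: DMSO neutral wells and GW8510 at 20 µM as positive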
# * = called active by the depositor; i = inactive; / = no result given.
# Below each compound: HSP90 refold inh	AI-2 QS modul	HSF-1 act	HSF1 inh	GSK3 alpha inh	DYRK1A inh	Platelet DG rel	PolyA inh	HDAC3 inh	GSK3beta inhib
> COc1ccc(C(CNC(=O)c2ccc(S(=O)(=O)N3CCCC3)cc2)N2CCOCC2)cc1 (centres undefined)
  -1	0	10	-10	-1	-5	0	i	2	3
> Cc1ccc(S(=O)(=O)Nc2ccccc2F)cc1C(=O)NNC(=O)c1csc(N2CCOCC2)n1
  /	22	-4	-12	-3	18	-3	i	-2	1
> O=C(CCC1CCCC1)NNC(=O)c1cccc(Cl)c1
  3	-5	-10	1	1	-7	-9	/	-3	0
> Cc1ccc(C)c(NC(=O)CN(C)C(=O)c2ccccc2Cc2ccccc2)c1
  /	13	6	11	1	-1	7	i	0	1
> C=CCN=C1CC(C)(C)CC(=O)/C1=C(\O)c1ccccc1
  -3	12	-7	-9	0	2	-3	i	2	1
> COc1ccccc1N1CCN(C(=O)CN(c2ccc(C)c(C)c2)S(C)(=O)=O)CC1
  1	15	-7	-5	-2	-1	-1	i	1	2
> CN(c1ccc(C(=O)NCc2cccs2)cc1)S(=O)(=O)c1ccccc1
  2	28	-3	-8	-1	-2	2	i	2	-3
> CN1CCN(C(=O)CNc2ccc(C(F)(F)F)cc2[N+](=O)[O-])CC1
  -7	44	24	0	1	2	-2	i	5	0
> c1ccc(CCn2c3ccccc3c3nnc(SCc4ccc5nonc5c4)nc32)cc1
  3	21	31	9	-3	-1	9	i	-1	0
> NC(=S)N/N=C1\CC(n2nnnc2-c2ccccc2)C2COC1O2 (centres undefined)
  2	7	0	-7	-1	-1	-2	i	2	1
> Cn1c(COc2ccccc2)nnc1SCC(=O)Nc1ccc(N2CCOCC2)cc1
  -5	24	23	3	0	1	0	i	-4	2
> CCCn1nnc(NC(=O)c2cccc(OCC(C)C)c2)n1
  2	13	11	6	1	3	2	i	-1	-2
> O=C(COc1ccccc1F)Nc1nc(-c2ccccn2)cs1
  /	/	-13	-13	-5	-4	/	/	4	/
> O=C(CCSc1ccccc1)Nc1nnc(-c2ccccc2)o1
  -2	-26	2	2	-3	8	-13	i	2	0
> Cc1ccc(-c2c(C(=O)N/N=C/c3ccc(OC(C)C)cc3)nnn2-c2nonc2N)cc1
  -2	18	15	2	0	0	-1	i	-3	0
> C#CCOCCOCCOCCNc1nc(N2CCN(C(=O)[C@H](CCCCN)n3cc([C@@H](N)CO)nn3)CC2)nc(N2CCN(C(=O)[C@H](Cc3cc4ccccc4[nH]3)n3cc([C@@H](N)CC(C)C)nn3)CC2)n1
  7	18	-43	-28	11	/	-5	i	-5	-1
> Cc1cccc(C(=O)Nc2nnc(COc3ccccc3)s2)c1
  1	2	-21	-8	-1	2	-5	i	-2	1
> O=C(C1CCN(S(=O)(=O)c2cccs2)CC1)N1CCN(c2ccccc2)CC1
  -6	15	9	-4	-4	3	1	i	1	1
> O=C(NCCF)[C@H]1C[C@@H]1[C@H](NP(=O)(c1ccccc1)c1ccccc1)c1ccccc1
  2	35	3	-2	-2	-7	-10	i	-2	2
> CCOCCn1c(SCc2c(F)cccc2Cl)nc2c1c(=O)[nH]c(=O)n2C
  1	-3	8	4	-2	-3	3	i	12	-2

# Reformatted with bars between the fields: part of the list above.
compound | HSP90 refold inh | AI-2 QS modul | HSF-1 act | HSF1 inh | GSK3 alpha inh | DYRK1A inh | Platelet DG rel | PolyA inh | HDAC3 inh | GSK3beta inhib
O=C(COc1ccccc1F)Nc1nc(-c2ccccn2)cs1 | / | / | -13 | -13 | -5 | -4 | / | / | 4 | /
O=C(CCSc1ccccc1)Nc1nnc(-c2ccccc2)o1 | -2 | -26 | 2 | 2 | -3 | 8 | -13 | i | 2 | 0

# Other results.
# Below each compound: HSP90 refold inh	AI-2 QS modul	HSF-1 act	HSF1 inh	GSK3 alpha inh	DYRK1A inh	Platelet DG rel	PolyA inh	HDAC3 inh	GSK3beta inhib
> CCOC(=O)c1c(C)[nH]c(C)c1C(=O)COC(=O)/C=C/c1ccc(Cl)cc1
  1	31	37	6	-1	-1	1	i	19	2
> Cc1[nH]n2c(=O)cc(-c3ccc([N+](=O)[O-])cc3)nc2c1-c1ccccc1
  3	58	11	5	-8	1	/	i	12	4
> CCc1nc(N[C@@H](CC(C)C)C(=O)O)c2oc3ccccc3c2n1
  0	34	4	3	-5	2	-2	i	0	1
> CCCNC(=O)c1ccc(N2CCC3(CC2)CC(c2cccc(Br)c2)=NO3)c(NC(=O)c2ccc(Cl)c([N+](=O)[O-])c2)c1
  /	17	-20	-1	-3	-3	0	i	-6	2
> CN(CC(=O)Nc1cccc(F)c1)C(=O)CSc1nc2ccccc2s1
  /	24	-7	2	0	19	-4	i	5	1
> O=C(C1CC2C=CC1C2)N1CCN(c2ccccc2)CC1 (centres undefined)
  -2	19	-11	2	-2	1	2	i	-8	5
> Cc1noc(C)c1C(=O)N1CCCc2ccccc21
  1	16	6	-2	-1	4	-15	i	5	5
> O=C(CCC(=O)N1CCN(S(=O)(=O)c2ccc(Cl)cc2)CC1)NCc1ccccc1
  -3	20	4	1	-1	-1	2	i	0	4
> CCn1ccc(C(=O)NCc2ccc3c(c2)OCO3)n1
  -4	27	14	-7	-4	8	-9	i	-1	5
> CC1=NN(C(=O)CSCc2ccccc2)C(O)(c2ccc(F)cc2)C1 (centres undefined)
  -4	11	9	12	-1	-2	0	i	0	-3
> CN(CCc1ccccn1)C1CCCN(S(=O)(=O)c2ccccc2Cl)C1 (centres undefined)
  -4	12	3	1	0	-4	8	i	0	1
> Cc1cc(C)cc(N(CCC#N)C(=O)COC(=O)C2CCN(S(=O)(=O)c3ccc(C)c(C)c3)CC2)c1
  /	3	2	-3	1	-6	11	i	2	-1
> COC(=O)c1[nH]c2cccc(OC)c2c1NC(=O)CN1CCC(C(N)=O)(N2CCCCC2)CC1
  0	19	-3	-6	1	5	2	i	-4	1
> O=C(CSc1nnnn1-c1cccc2c1CCCC2)N1CCCCC1
  3	10	13	9	1	1	2	i	-2	3
> C=CCn1c(SCC(=O)N2CCc3ccccc3C2)nc2sc(C)c(C)c2c1=O
  -3	22	-56	-43	-2	/	2	i	9	2
> O=C(CN1C(=O)NC2(CCCCCC2)C1=O)c1ccc(Cl)s1
  /	-5	20	4	1	5	1	i	5	7
> Cc1nnc(Sc2c(-c3ccccc3)c3ccc(Cl)cc3[nH]c2=O)s1
  -4	5	-2	-2	-1	-2	-7	i	7	1
> CCOC(=O)/C=C/c1cnn(-c2ccccc2)c1
  0	-1	22	10	1	-3	-7	i	-5	-1
> CCOc1cccc(-c2nnc3sc(COc4ccccc4)nn23)c1
  2	10	-6	-9	-3	1	-2	i	3	2
> CCn1c(=O)cc(SCC(=O)NCc2ccccn2)c2ccccc21
  3	15	1	0	-5	-1	-7	i	-3	-2
> CCc1ccccc1NC(=O)C1NC(=O)CC1c1ccccc1 (centres undefined)
  -1	20	-2	4	/	-9	-2	i	-7	-1
> Cc1ccc(S(=O)(=O)NCCNC(=O)c2nonc2N)cc1
  -4	2	-13	-5	-3	-2	-7	i	-12	-14
> COC(=O)c1ccc(C2/C(=C(/O)c3ccc4c(c3)CC(C)O4)C(=O)C(=O)N2Cc2cccnc2)cc1 (centres undefined)
  -5	36	1	1	-1	3	6	i	-7	2
> O=C(Nc1ccncc1)C1CCCN(S(=O)(=O)c2cccc3cccnc23)C1 (centres undefined)
  1	15	-52	-45	0	2	8	i	-2	-3
> Cc1cc(C)nc(Nc2n[nH]c(C)n2)n1
  7	12	17	0	-2	-1	0	i	-1	-6
> O=C(NNC(=O)c1nn(-c2ccc(F)cc2)ccc1=O)c1ccc(Cl)cc1
  3	4	/	/	-3	-1	/	i	8	-4
> CCCn1cc(S(=O)(=O)c2ccccc2)c(=O)c2cc(F)c(N3CCN(C)CC3)cc21
  -3	15	-3	-2	1	-2	-2	/	-37	2
> Cc1ccc(-n2c(SCC(=O)NCc3ccco3)nnc2-c2cccnc2)cc1
  -4	0	9	11	-3	2	-3	i	1	1
> COc1cc(COc2ccc3c(C)c(CCC(=O)O)c(=O)oc3c2)cc(OC)c1OC
  -2	20	3	10	-1	0	6	i	-8	-1
> CCOC(=O)c1nc2nc(C)c(Cl)c(=O)n2[nH]1
  2	/	/	/	2	1	/	/	-3	/
> Cc1cc(=O)[nH]c(SCc2cccc(Br)c2)n1
  2	3	5	7	-1	9	1	i	2	1
> CC(=O)C1C(c2ccc(F)c(F)c2)NC(=O)NC1(O)C(F)(F)F (centres undefined)
  -2	15	/	/	4	14	3	i	4	-5
> O=c1c(-c2nnc(SCc3ccc(Cl)cc3)o2)cccn1Cc1ccccc1
  -2	-72	2	6	1	3	1	i	-28	0
> CCOC(=O)c1nnn(CC(=O)Nc2ccccc2OC)c1C(=O)OCC
  6	36	11	-3	1	10	-4	i	11	2
> CC(C)OC(=O)/C(C#N)=C/c1c[nH]c2ccccc12
  1	8	-1	4	6	6	3	i	6	0
> Brc1ccc(-c2nc(-c3ccccn3)no2)o1
  44*	1	2	-4	/	21	-5	i	5	-8
> Cc1cccc(C)c1OCc1n[nH]c(=S)n1-c1ccccc1
  1	20	2	3	-1	6	-4	i	5	-1
> CCN(CC)C(=O)CSc1nc2ncccc2[nH]1
  3	9	0	-5	4	9	5	i	2	-1
> O=C(Nc1ccccc1F)C1CCN(S(=O)(=O)c2cccc3nonc23)CC1
  5	10	8	3	4	-2	-3	i	-3	-2
> Cc1ccc(SCc2ccc(C(=O)Nc3cccc([N+](=O)[O-])c3)cc2)cc1
  -2	-9	-13	1	-1	-12	7	i	-4	1
> CNC(=O)c1[nH]cnc1C(=O)Nc1ccc(C)cc1
  -3	11	-11	0	1	-2	0	i	-5	0
> CCOC(=O)c1cnc(SCC(=O)Nc2cc(OC)cc(OC)c2)nc1N
  2	19	-2	-5	0	-5	2	i	-6	-1
> Clc1cccc(Oc2ncccn2)c1
  3	18	42	2	4	-2	0	i	-4	0
> CCCOc1ccc(/C=N/NC(=O)c2c(-c3ccccc3)noc2C)cc1OC
  -2	11	0	2	-1	-8	-7	i	-1	-4
> CCCc1cc(=O)[nH]c(SCc2cc(=O)oc3c(C)c(C)ccc23)n1
  0	10	35	7	11	-5	7	i	-8	3
> C[n+]1cc(-c2ccccc2)oc1-c1ccccc1
  1	1	20	17	3	-5	-5	i	2	-3
> CSc1nsc(SCC(=O)Nc2ccc(Br)cn2)n1
  -1	17	-9	-3	2	0	30	i	11	1
> COc1ccc(CCn2c(-c3cc([N+](=O)[O-])cc([N+](=O)[O-])c3)nc3nc4ccccc4nc32)cc1
  4	2	-2	-2	-2	2	-5	i	3	2
> Cc1ccc(-n2c(C)cc(/C=C(\C#N)C(=O)NCC3CCCO3)c2C)cc1 (centres undefined)
  5	-3	50	29	-2	-6	1	i	7	1
> COc1ccccc1Nc1nc2ccccc2n1C
  -2	19	19	18	1	-2	-24	i	-6	0
> Cc1c(C#N)c(O)n(C)c(=O)c1N=Nc1ccc(S(N)(=O)=O)cc1
  4	8	35	20	/	-4	-4	i	/	0
> O=c1[nH]c(CO)nc2c1oc1ccccc12
  -1	20	1	-1	1	19	1	i	1	-2

# A portion of the library. The share of hits here may be higher or lower than overall.
